# M. tuberculosis GlmU – inhibition of mycobacterial GlmU enzyme – biochemical, glucosamine-1-phosphate acetyltransferase (AID 1376). inhibition, %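 (tested at 30 µM in the primary screen)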, or IC50 in µM where a hit was titrated. M. tuberculosis GlmU acetyltransferase enzyme assay; higher % means a stronger effect. hit rate 0.25% among 220,000; in the data active means inhibition above about 13%;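 further: 0% = complete reaction with vehicle and 100% = reaction without substrate; strong numbers were not always called active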
# RmlCD inh 1536 – M. tuberculosis RmlC/RmlD inhibition. hit rate 0.03% among 160,000. AID 1533. inhibition, % at 3.6 µM. P9WH09+P9WH11. RmlC+RmlD coupled enzyme assay, percent inhibition; primary screen in compound mixtures; in the data active means inhibition mostly above about 34%, no sharp cut-off; further: some results filed as inactive read as strong as hits
# Target sequence (P9WH09 whole entry, looked up): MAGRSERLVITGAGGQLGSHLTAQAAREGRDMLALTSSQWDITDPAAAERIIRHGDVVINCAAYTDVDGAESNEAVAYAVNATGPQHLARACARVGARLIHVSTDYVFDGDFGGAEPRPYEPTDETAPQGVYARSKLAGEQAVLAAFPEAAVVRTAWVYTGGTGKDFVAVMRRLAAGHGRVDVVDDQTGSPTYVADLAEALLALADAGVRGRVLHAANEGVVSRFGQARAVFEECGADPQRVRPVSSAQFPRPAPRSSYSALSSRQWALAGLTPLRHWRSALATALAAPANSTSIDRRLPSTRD
# Target sequence (P9WH11 whole entry, looked up): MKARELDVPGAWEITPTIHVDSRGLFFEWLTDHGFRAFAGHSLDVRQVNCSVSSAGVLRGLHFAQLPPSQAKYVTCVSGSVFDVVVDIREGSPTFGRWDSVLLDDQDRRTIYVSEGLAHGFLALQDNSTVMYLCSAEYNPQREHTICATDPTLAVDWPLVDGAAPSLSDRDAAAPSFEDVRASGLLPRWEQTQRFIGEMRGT
# * hit, by the source's call; . = no result given; & = joins results of further samples. Some of the compounds tested. The share of hits here may be higher or lower than overall.
# Values run as follows: RmlCD inh 1536, M. tuberculosis GlmU
CC(=O)/C(=C\Nc1ccc(OCc2ccccc2)cc1)c1ccccc1
 : -6, -1.9%
O=C(CN1C(=O)c2cccc3cccc(c23)C1=O)N1CCCCCC1
 : 2, 0.2%
CC(C)Oc1ccc2c3c(c(=O)oc2c1)CCC3
 : -14, 2.1%
O=C1/C(=C/c2cccc(F)c2)CSc2sccc21
 : ., 1.2%
CC(=O)c1c(C)[nH]c(-c2ccccc2)nc1=S
 : -5, -4.3%
Cc1cc(=S)[nH]c(=S)[nH]1
 : ., 6.3%
Clc1ccc2[nH]cc(-c3nnnn3-c3ccc4ccccc4c3)c2c1
 : -3, 1.1%
CC(CN1CCCCC1)OC(=O)c1ccc(Cl)cc1 (stereo unspecified)
 : 13, 0.2%
CCc1nc(C)cn1S(=O)(=O)c1ccc([N+](=O)[O-])cc1
 : -10, 8.1%
CCc1ccc(C2C3=C(CC(C)(C)CC3=O)OC3=C2C(=O)CC(C)(C)C3)cc1
 : -9, -3.1%
CCn1c(=S)[nH]c2ccccc21
 : -4, -1.8%
Cc1ccc(N2C(=O)c3ccc(C(=O)N4CCN(c5ccccc5F)CC4)cc3C2=O)cc1
 : ., -1.9%
CCc1c(C)sc(NC(=S)Nc2nc(C)cc(C)n2)c1C(=O)OC
 : -4, 1.4%
CSc1cccc(NC(=O)c2ccco2)c1
 : -19, -5.2%
O=C(CCC1CCCCC1)N1CCN(Cc2ccc3c(c2)OCO3)CC1
 : 8, 1.0%
CC(C)(C)n1nnnc1C(c1cc2cc3c(cc2[nH]c1=O)OCO3)N1CCN(c2ccccc2)CC1 (stereo unspecified)
 : -11, -1.9%
OCCC1CN(Cc2cccc(C(F)(F)F)c2)CCN1Cc1ccccc1 (stereo unspecified)
 : -7, -1.8%
C/C(=C\CNc1ncnc2nc[nH]c12)CO
 : ., -0.1%
OCCNc1nc(Nc2ccc(O)cc2)nc2ccccc12
 : ., -4.7%
O=C(CCCC(=O)N(CC(=O)NC1CCCC1)C1CCCC1)Nc1ccccn1
 : -2, -4.1%
CCOC(=O)c1c(C)n(C)c2ccc(OC(=O)c3ccco3)cc12
 : 29, 1.4%
CC1CN(S(=O)(=O)c2ccc(C(=O)Nc3nc(-c4cc5ccccc5o4)cs3)cc2)CC(C)O1 (stereo unspecified)
 : ., -3.2%
CCCn1c(N2CCN(C(=O)NCc3ccccc3)CC2)nc2ccccc21
 : ., -0.2%
Cc1ccc(C)c(NC(=O)C(=O)NCCc2c[nH]c3ccccc23)c1
 : 11, .
COc1ccc(NCc2nnc(SCC(=O)Nc3cc(C)cc(C)c3)o2)cc1
 : ., 1.0%
COC(=O)N/N=C/c1cc(Cl)cc(Cl)c1OCc1ccc(F)cc1
 : 9, -2.9%
Fc1ccc(CNC(=S)Nc2ccc(OC(F)F)cc2)cc1
 : 12, 2.9%
CCCC(=O)Nc1sc2c(c1C#N)CCCCC2
 : ., 2.8%
COc1cc2c3c(c1)c(N=NC(N)=S)c(O)n3C(C)(C)C=C2C
 : 4, 7.8%
CCCNC(=O)COC(=O)c1cccnc1Nc1ccccc1F
 : -7, 5.8%
CC(C)C[C@H](NC(=O)Nc1ccc2c(c1)OCCO2)C(=O)O
 : 25, -2.7%
COc1ccc(/C=C/C(=O)N(C)c2ccccc2C(=O)O)cc1
 : -8, 2.3%
CS(=O)(=O)N(CC(=O)NCc1ccc(Cl)cc1)C1CCCCC1
 : ., 0.9%
Cc1ccc2nc(SCC(=O)NCc3ccco3)[nH]c2c1
 : -8, .
COc1ccc([N+](=O)[O-])cc1NCc1ccccc1C
 : 6, -3.9%
Cc1nn(-c2ccccc2)c2c1C(c1ccc([N+](=O)[O-])cc1)C(C#N)=C(N)O2 (stereo unspecified)
 : -11, 5.4%
COc1ccc(NC(=O)CN(C)C(=O)c2ccc(C)s2)cc1
 : 9, 2.1%
O=C(C1=C[C@H](C2CC2)C[C@H](OCc2ccc(CO)cc2)O1)N1CCN(Cc2ccc3c(c2)OCO3)CC1
 : ., 1.0%
COc1ccc(S(=O)(=O)N(C)CC(=O)Nc2cccc(C(C)=O)c2)cc1Cl
 : -5, -0.8%
CC(C)(C)c1ccc(C(=O)C2CCCN(C(=O)C3CCOCC3)C2)cc1 (stereo unspecified)
 : -3, 2.4%
Cc1ccccc1Nc1scc(-c2ccc(Cl)cc2)[n+]1-c1ccccc1C
 : 10, 4.8%
CC1Cc2ccccc2N1C(=O)c1cc2c(=O)n3ccccc3nc2n1C (stereo unspecified)
 : -8, 1.2%
CCCCN(CCCC)NC(=O)c1ccccc1
 : 7, 3.1%
C=C(C)CSc1nnc(CCNC(=O)OC(C)(C)C)o1
 : 4, 0.8%
COc1ccccc1-n1c(O)c(C=NC2CC2)c(=O)[nH]c1=O
 : -5, 0.0%
COC(=O)c1nn(-c2ccc(Oc3ccccc3)cc2)c(=O)cc1O
 : 10, 1.9%
Nn1c(=O)[nH]c2ccccc2c1=O
 : 5, -1.8%
O=C(Nc1cc2c(cc1Br)OCCCO2)c1ccccc1
 : ., -0.8%
CCCCOc1ccc(C2C(C(=O)c3ccc(C)o3)=C(O)C(=O)N2CC2CCCO2)cc1 (stereo unspecified)
 : -4, 2.4%
COCCN1C=C2C(=O)C(C)(OC(=O)C3CCCC3)C(=O)C=C2C=C1c1ccsc1 (stereo unspecified)
 : ., 3.0%
COC(=O)[C@H](Cc1ccccc1)NC(=O)N1CCN(c2ccccc2)CC1
 : 4, 5.5%
Cc1ccsc1/C=C(\C#N)C(=O)NCc1cccnc1
 : ., 4.3%
Cc1ccc(CNC(=O)C(C)OC(=O)c2cccs2)cc1 (stereo unspecified)
 : 34, 4.1%
N#Cc1ccc(-c2ccc(OCC(O)CN3CCOCC3)cc2)cc1 (stereo unspecified)
 : -12, -2.5%
Cc1ccc(C(=O)N(c2ccccn2)C(C)c2ccco2)cc1C (stereo unspecified)
 : ., 1.7%
O=C1CN(C(=O)CN2CCOCC2)C(c2ccccc2)c2cc(Br)ccc2N1 (stereo unspecified)
 : 6, 7.4%
COc1ccc(N(C(=O)C2CCCCC2)S(=O)(=O)c2cccc3cccnc23)cc1
 : ., -4.1%
O=C(Nc1nc(-c2ccccn2)cs1)c1cc(Cl)ccc1[N+](=O)[O-]
 : 3, 0.4%
CCS(=O)(=O)N1CCN(c2cnn(-c3ccccc3)c(=O)c2Cl)CC1
 : 9, -2.1%
CCCCCCCCCCCCCCCCn1cc[n+](C)c1
 : -13, -13%&-5.8%

# Other entries follow.
# Values run as follows: RmlCD inh 1536, M. tuberculosis GlmU
COC(=O)c1ccccc1NC(=O)C(C)c1ccc([N+](=O)[O-])cc1 (stereo unspecified)
 : -15, -7.8%
Cc1ccc(-n2nnnc2SCC(=O)c2cc(C)n(CC3CCCO3)c2C)cc1 (stereo unspecified)
 : ., -0.3%
COc1ccc2nc(NC(=O)CSc3nnc(C)n3N)sc2c1
 : 13, -4.0%
O=C(N/N=C/c1ccncc1)NC1CCCCC1
 : -8, 5.2%
CC(/C=C/C(=O)c1ccc(C)cc1)=C\c1ccccc1
 : -6, .
S=C(Nc1ccc2nsnc2c1)N1CCCCC1
 : 9, -1.1%
COc1cc(C(=O)NCCN2C(=O)S/C(=C\c3ccc(F)cc3)C2=O)ccc1OCC(=O)N1CCOCC1
 : -8, -1.5%
COc1ccc(C(=O)Nc2ccccc2)cc1S(=O)(=O)Nc1cc(C)on1
 : 11, 3.3%
CC(C)(C)CN1CCNC(=O)C1CC(=O)N1CCN(c2ccccc2)CC1 (stereo unspecified)
 : ., 2.6%
COc1cc(OC)c(NC(=S)Nc2cc(Cl)cc(Cl)c2)cc1Cl
 : -9, -3.2%
COCCN=c1scc(-c2cccs2)n1/N=C/c1ccc(O)c(O)c1O
 : 6, 6.8%
Cc1ccsc1/C=N/N1CCN(C2c3ccccc3-c3ccccc32)CC1
 : -5, -0.1%
Cc1ccc(CNC(=O)C2COc3ccccc3O2)cc1 (stereo unspecified)
 : ., 0.8%
Nc1nc(SCC(=O)c2cccs2)n[nH]1
 : -14, 1.5%
Cc1[nH]n2c(=O)c3c(nc2c1-c1cccc2ccccc12)CCC3
 : 3, -4.0%

# The last six compounds of the part before open the next one:
# Values run as follows: RmlCD inh 1536, M. tuberculosis GlmU
COc1cc(OC)c(NC(=S)Nc2cc(Cl)cc(Cl)c2)cc1Cl
 : -9, -3.2%
COCCN=c1scc(-c2cccs2)n1/N=C/c1ccc(O)c(O)c1O
 : 6, 6.8%
Cc1ccsc1/C=N/N1CCN(C2c3ccccc3-c3ccccc32)CC1
 : -5, -0.1%
Cc1ccc(CNC(=O)C2COc3ccccc3O2)cc1 (stereo unspecified)
 : ., 0.8%
Nc1nc(SCC(=O)c2cccs2)n[nH]1
 : -14, 1.5%
Cc1[nH]n2c(=O)c3c(nc2c1-c1cccc2ccccc12)CCC3
 : 3, -4.0%
CC(C)C1Nc2ccc(S(=O)(=O)N3CCOCC3)cc2NC1=O (stereo unspecified)
 : 12, 4.2%
Cn1c(COc2ccc(Cl)cc2)nnc1SCC(=O)NC1CCCCC1
 : ., -1.5%
C=C(C)C1CC=C(C)/C(=N/NC(=O)c2ccoc2C)C1 (stereo unspecified)
 : ., -4.7%
CCOC(=O)C1CCN(S(=O)(=O)c2cc(Br)cc3c2N(C(C)=O)C(C)C3)CC1 (stereo unspecified)
 : ., 0.4%
Cn1c(O)c(N=NC(=O)c2ccco2)c2ccccc21
 : -3, -2.2%
Cc1c([N+](=O)[O-])cc(C(=O)NCc2ccc(F)cc2)cc1[N+](=O)[O-]
 : 11, 1.6%
O=c1cc(-c2c(F)c(F)c(F)c(F)c2F)oc2c(F)c(F)c(F)c(F)c12
 : 9, -0.3%
COCCN(C(=O)c1csnn1)C(C(=O)NC(C)(C)C)c1cccc(OC)c1 (stereo unspecified)
 : ., 2.1%
COc1ccccc1N1CCN(CCNC(=O)Nc2cccc(C)c2C)CC1
 : -11, .
CCc1cccc(NC(=O)CN(C)S(=O)(=O)c2cccs2)c1
 : 5, -6.0%
COc1ccc(-c2nnc(SCC(=O)c3ccc[nH]3)o2)cc1
 : ., 1.9%
Cc1csc(NC(=O)CN2C(=O)C3CC=CCC3C2=O)n1 (stereo unspecified)
 : 0, -0.7%
COC(=O)Cn1c2[n+](c3ccccc31)CC(O)CS2 (stereo unspecified)
 : ., 1.4%
O=[N+]([O-])c1ccc(O)c(C(C#Cc2ccccc2)N2CCOCC2)c1 (stereo unspecified)
 : ., -6.2%
CCOC(=O)C1(CCOc2ccccc2)CCN(Cc2ccncc2)CC1
 : -13, 4.8%
CCN(CC)CC(=O)Nc1sc2c(c1C(=O)c1ccccc1OC)CCC2
 : -9, -2.8%
N#Cc1nc(Cc2cccc3ccccc23)oc1NCc1ccc(F)cc1
 : ., -2.6%
Cc1cccc(Sc2ccc([N+](=O)[O-])cn2)c1
 : 3, -5.0%
CC1=C(C(=O)Nc2cccnc2)C(c2ccccn2)n2nnnc2N1 (stereo unspecified)
 : ., -0.6%
COc1ccccc1N1CCN(CC(=O)NCCc2ccc(S(N)(=O)=O)cc2)CC1
 : -1, 0.8%
CCCCCn1c(CN2CCN(C(=O)c3ccco3)CC2)nc2c1c(=O)n(C)c(=O)n2C
 : ., 0.5%
N/C(=N\OC(=O)c1cccc(Cl)c1)c1ccccn1
 : 1, -7.8%
O=C(O)c1ccc(NCCc2ccc(Cl)cc2)c([N+](=O)[O-])c1
 : 6, 0.3%
CC(C)N1CCN(Cc2cccn2-c2nccs2)CC1CCO (stereo unspecified)
 : ., 3.7%
Cc1cc(Cl)c(OCCOCCN2CCCC(C)C2)c(Br)c1 (stereo unspecified)
 : ., -6.3%
CC1CCN(CCCNC(=O)C2CCN(S(=O)(=O)N3CCCCC3)CC2)CC1
 : ., -6.7%
COc1cccc(NC(=S)N(Cc2ccco2)C(C)c2ccco2)c1 (stereo unspecified)
 : 3, 1.4%
COc1ccc(C2Nc3ccccc3C(=O)N2c2ccccc2)cc1CSc1ccccn1 (stereo unspecified)
 : 12, -3.1%
CCC(C)NC(=O)Cn1cnc2sc(C)c(S(=O)(=O)N3CCN(c4ncccn4)CC3)c2c1=O (stereo unspecified)
 : -6, -0.9%
COCc1ccc(CN2CCCC(CCC(=O)NCc3ccc(C)o3)C2)o1 (stereo unspecified)
 : ., 2.2%
COc1ccc2ccccc2c1/C=N/N1C(=O)CSC1=S
 : 32, 5.9%
COc1ccc(-c2noc(CSc3nc4sc(C)c(C)c4c(=O)n3-c3ccccc3)n2)cc1
 : ., 6.0%
O=c1[nH]c2ccccc2n2c(-c3ccncc3)nnc12
 : ., 0.3%
N#CC1(c2ccccc2)CCC(=O)N1Cc1ccccc1 (stereo unspecified)
 : 70, 2.8%
CCCCNC(=S)N/N=C/c1sccc1C
 : -13, 8.3%
CCCn1nnc(NC(=O)/C=C/c2ccccc2)n1
 : -1, -2.6%
COC(=O)COc1ccc2cccc(-n3cnnn3)c2c1
 : 11, 2.7%
CCN1C(=O)CC(Sc2ccccc2C(=O)O)C1=O (stereo unspecified)
 : 10, 0.5%
Cc1nc(C#N)c(NCc2ccc3c(c2)OCO3)o1
 : -8, 0.5%
Cc1csc2ncnc(NC3CCN(Cc4ccccc4)CC3)c12
 : 0, -0.3%
COc1cccc(OC)c1C1=NC(C)(C)CO1
 : 6, 2.0%
CCOC(=O)C1=C(CSc2nccn2C)NC(=O)NC1c1ccc(OC)cc1 (stereo unspecified)
 : -1, -1.1%
COc1ccc2nc(NC(=O)CSc3nnc4n3C(C)(C)Cc3ccccc3-4)sc2c1
 : -2, 16%
CCC1(C)Cc2ccccc2-c2nc(NCCO)n(-c3ccccc3)c(=O)c21 (stereo unspecified)
 : ., -0.5%
Cc1sc2nc(-c3cccnc3)nc(Cl)c2c1-c1ccccc1
 : 3, 9.9%
O=C(CN1CCN(C(c2ccccc2)c2ccccc2)CC1)Nc1ccc(N2CCOCC2)cc1
 : 5, -2.4%

# High-throughput results: PubChem, several laboratories
